# Pol beta inh – blocks human DNA polymerase beta activity. P06746. Pol beta primer extension/strand displacement, fluorescence kinetic. Potency, µM (doses to about 114 µM), for inactives: at the top dose activity change, negative = inhibition, actives largely listed as inhibitors. hit rate 1.3% among 340,000. AID 485314; also: % is scaled to controls: 0 for no effect and ±100 for the full control effect
#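 Kinetic readout of DNA synthesis with strand displacement by Pol beta. Compound and 10 nM enzyme sit 15 min at room temperature; 50 nM substrate starts the reaction, read immediately and at 10 min.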
# G9a block – G9a (human) methyltransferase inhibition | hit rate 8.8% among 350,000 | Q96KQ7 | Potency, µM (series often up to 102 µM), inactives show at the top dose activity, negative = inhibition, usual class: inhibitors | G9a H3K9 monomethylation, AlphaScreen, 2 h; also: % is scaled to controls: 0 for no effect and ±100 for the full control effect; nearly all actives have a fitted effect of over 75% in size
#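 G9a (20 nM) was preincubated 15 min with compound, then reacted 2 h at room temperature with 500 nM biotin-H3K9 peptide and 20 µM SAM. Monomethyl-H3K9 detected by AlphaScreen using anti-H3K9me1 antibody.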
# APE1 inh – APE1 (human) endonuclease inhibition | P27695 | recombinant APE1, TAMRA/BHQ-2 abasic DNA cleavage fluorescence | Potency, µM (top dose mostly 65.8 µM), without a hit: at the top dose activity change, negative = inhibition, actives largely listed as inhibitors | hit rate 0.35% among 350,000;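 also: plate controls were vehicle for no effect and reference inhibitor for full effect; nearly all actives have a fitted effect of over 55% in size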
# Target sequence (P27695 whole entry, looked up): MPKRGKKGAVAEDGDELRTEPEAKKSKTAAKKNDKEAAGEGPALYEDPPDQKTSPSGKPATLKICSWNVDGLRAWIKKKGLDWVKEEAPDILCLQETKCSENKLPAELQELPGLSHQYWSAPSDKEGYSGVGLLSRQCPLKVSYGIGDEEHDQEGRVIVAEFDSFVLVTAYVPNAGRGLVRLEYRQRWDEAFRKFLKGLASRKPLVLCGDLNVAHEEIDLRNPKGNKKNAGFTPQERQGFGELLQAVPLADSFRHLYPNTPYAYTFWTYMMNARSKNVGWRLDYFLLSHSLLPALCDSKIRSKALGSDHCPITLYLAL
#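 APE1 at 0.75 nM final was preincubated with compound 15 min at room temperature, then 50 nM double-stranded THF abasic-site substrate (5'-TAMRA/3'-BHQ-2) was added. Fluorescence (ex 525/em 598 nm) was read kinetically; third-minus-first read gave activity.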
# BAZ2B block – BAZ2B (human) inhibition; Q9UIF8; hit rate 4.4% among 360,000; AlphaScreen BAZ2B-H3K14Ac peptide displacement; Potency, µM (series often up to 114 µM), for inactives: top-dose activity change, negative = inhibition, usual class: inhibitors; AID 504333; also: % is scaled to controls: 0 for no effect and ±100 for the full control effect; nearly all actives have a fitted effect of over 60% in size
#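 Inhibition is scored as reduced AlphaScreen emission. The BAZ2B/b-H3(5-23)K14Ac complex (50 nM each) in PBS pH 7.4, 0.01% Tween-20 meets compound (up to 110 uM) for 30 min at RT before bead addition.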
# JMJD2A Tudor inh – JMJD2A Tudor domain (human) inhibition | Potency, µM (highest dose often 114 µM), for the others: top-dose activity change, negative = inhibition, actives largely listed as inhibitors | O75164 | AID 504339 | AlphaScreen JMJD2A-Tudor / H3K4me3 peptide binding | hit rate 4.4% among 390,000; also: % is scaled to controls: 0 for no effect and ±100 for the full control effect; nearly all actives have a fitted effect of over 50% in size
# Pol iota inh – blocks human DNA polymerase iota activity; hit rate 1% among 390,000; Potency, µM (series often up to 115 µM), inactives show at the top dose activity, negative = inhibition, actives largely listed as inhibitors; Pol iota fluorescent replication assay, 10 min
# Target sequence (Q9UNA4 whole entry, looked up): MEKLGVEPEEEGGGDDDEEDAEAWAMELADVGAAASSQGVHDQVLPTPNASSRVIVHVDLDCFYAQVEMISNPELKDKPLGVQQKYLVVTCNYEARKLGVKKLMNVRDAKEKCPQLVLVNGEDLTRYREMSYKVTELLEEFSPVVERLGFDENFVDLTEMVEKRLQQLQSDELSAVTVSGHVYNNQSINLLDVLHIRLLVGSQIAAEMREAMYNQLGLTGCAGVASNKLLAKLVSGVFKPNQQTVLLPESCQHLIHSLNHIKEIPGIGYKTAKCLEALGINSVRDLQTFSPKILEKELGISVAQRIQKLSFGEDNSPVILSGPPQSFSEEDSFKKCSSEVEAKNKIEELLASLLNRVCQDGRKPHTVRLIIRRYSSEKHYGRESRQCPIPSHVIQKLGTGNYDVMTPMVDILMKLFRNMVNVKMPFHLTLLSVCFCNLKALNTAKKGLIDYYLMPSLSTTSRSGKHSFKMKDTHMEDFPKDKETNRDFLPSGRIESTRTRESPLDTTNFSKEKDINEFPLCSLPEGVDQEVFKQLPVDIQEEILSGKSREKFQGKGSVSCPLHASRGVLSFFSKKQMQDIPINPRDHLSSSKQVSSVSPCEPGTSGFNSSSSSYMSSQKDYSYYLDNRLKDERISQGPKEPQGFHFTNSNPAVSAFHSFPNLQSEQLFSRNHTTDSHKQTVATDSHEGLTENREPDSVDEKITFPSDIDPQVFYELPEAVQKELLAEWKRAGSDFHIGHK
#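 Fluorescent replication assay read twice, at 0 min and 10 min after adding 50 nM (final) substrate. Enzyme (10 nM) and compounds were first incubated 15 min at room temperature; enzyme-free buffer wells were negative controls.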
# Pol eta inh – DNA polymerase eta (human) inhibition. Potency, µM (doses to about 114 µM), inactives show top-dose activity change, negative = inhibition, most hits filed as inhibitors. hit rate 1.2% among 390,000. Q9Y253. recombinant Pol eta, fluorescent DNA replication assay; also: % is scaled to controls: 0 for no effect and ±100 for the full control effect
#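 Fluorescent replication assay: 50 nM final substrate added after a 15 min room-temperature compound preincubation with 10 nM enzyme. Signal taken at 0 min and again at 10 min.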
# POLK inh – inhibitors of human DNA polymerase kappa; Q9UBT6; Potency, µM (highest dose often 107 µM), inactives show at the top dose activity, negative = inhibition, actives largely listed as inhibitors; purified Pol kappa, fluorescent DNA synthesis assay, 10 min; AID 588579; hit rate 0.53% among 400,000; also: % is scaled to controls: 0 for no effect and ±100 for the full control effect
#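 First, compounds were pin-transferred onto 10 nM Pol kappa. After 15 min at room temperature, substrate was added to 50 nM final. Fluorescence was then measured kinetically at 0 and 10 min.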
# BLM helicase inh – blocks DNA unwinding by human BLM helicase. hit rate 0.2% among 350,000. P54132. recombinant BLM DNA unwinding, fluorescence dequenching. Potency, µM (doses to about 56.1 µM), for inactives: at the highest dose activity change, negative = inhibition, usual class: inhibitors;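 also: plate controls were vehicle for no effect and no enzyme for full effect; nearly all actives have a fitted effect of over 35% in size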
# * marks the source's active call; other numbers are inactive results; ? = inconclusive; . = no result given; [ ] = another dose, or the depositor's remark. Calls follow the shape of the dose curve; as a rule, active = well fitted curve in the direction sought with a large enough effect; inconclusive = small, poorly fitted or top-dose-only effect, or another doubt; inactive = no such curve, though single readings can be large; an effect the other way counts as inactive or inconclusive. Potency is read from the fitted curve at half-maximal effect. An excerpt; rates above refer to the full screens.
SMILES,Pol beta inh,G9a block,APE1 inh,BAZ2B block,JMJD2A Tudor inh,Pol iota inh,Pol eta inh,POLK inh,BLM helicase inh
O=C(OCC#CCSc1nnc(-c2ccc(Br)cc2)o1)c1cccs1,1%,54%[activator],2%,23%,23%,296%[activator],-5%,-13%,-8%
CC(C)CN1CCC2(CC1)CCN(C(=O)c1csnn1)CC2,.,0%[12.7 µM],0%,.,.,.,.,-1%[60.1 µM],4%
CC1CCc2c(sc(NC(=O)COC(=O)C3CCCO3)c2C#N)C1 (stereo unspecified),-12%,26%,4%,-13%,-10%,?,-13%,13%,-2%
CC(=O)Nc1ccc(S(=O)(=O)N2C(C)CCCC2C)cc1 (stereo unspecified),?,56µM*,15%,-31%,-13%,?,?,-23%,-9%
CC(C)(C)NC(=O)CN(Cc1ccco1)C(=O)CCC(=O)Nc1nccs1,-27%,-11%,56%[activator],-1%,-6%,-7%,-2%,-17%,-3%
CCCCN(CC)Cc1c(C)[nH]c2c(ccc3ccccc32)c1=O,36%,24%[0.501 µM],2%,1%,3%,150%[activator],-14%,1%,-13%
O=C(O)c1ccc(/C=N/NC(=S)NCc2ccccc2)cc1,3%,-1%,-1%,-9%,-4%,-1%,7%,-14%,0%
O=C(COc1ccc(F)cc1)N(Cc1cccs1)C1CCS(=O)(=O)C1 (stereo unspecified),14%,3%,11%,-4%,-14%,9%,-7%,3%,3%
CCOC(=O)C(C)n1cnc2c(oc3ccccc32)c1=O (stereo unspecified),77%,4%[12.7 µM],-1%,-3%,-8%,19%,-9%,4%,-1%
COc1cccc(C(O)Cc2nc3ccccc3n2C)c1OC (stereo unspecified),-3%,.,1%,-7%,-16%,96%[activator],-9%,-3%,2%
CCC(C(=O)Nc1cc(Cl)c(OC)cc1OC)c1ccccc1 (stereo unspecified),2%,4%,-7%,-3%,2%,-1%,-16%,-14%,-7%
CCn1c(SCC(=O)N2CCN(C)CC2)nc2c1c(=O)n(C)c(=O)n2C,16%,-6%[59 µM],16%[12.4 µM],7%,13%,-7%,-10%,-3%,-2%
Cn1cc(S(=O)(=O)N2CCCC2)cc1C(=O)Nc1ccc(F)cc1F,-28%,-9%[59 µM],.,-8%,-20%,14%,-19%,-7%,-2%
O=C(COc1cc(F)ccc1[N+](=O)[O-])Nc1ccc(N2CCOCC2)cc1,3%,-45%,16%,5%,-1%,98%[activator],-6%,9%,1%
Cc1ncc(N=Nc2ccccc2Cl)c(-c2ccccc2)n1,27%,?,-9%,11µM*,50µM*,-9%,-3%,-25%,-2%
Cc1c(C(=O)O)oc2ccc(S(=O)(=O)NCc3ccc(F)cc3)cc12,13%,?,23%,-6%,-14%,5%,-7%,-7%,-4%
Cc1ccc(CNC(=O)CO/N=C/c2ccc(C(C)(C)C)cc2)cc1,5%,-5%[59 µM],-2%,-20%,-14%,-6%,-25%,-2%,-1%
Cc1ccc(NC(=O)CCc2nc3cccnc3n2-c2ccccc2)cc1,5%,-10%[59 µM],.,?,-26%,7%,-12%,-11%,-5%
Cc1c(NC(=O)CSc2nc3c(cnn3-c3ccccc3)c(=O)[nH]2)c(=O)n(-c2ccccc2)n1C,16%,-2%[59 µM],4%,-3%,13%,8%,-17%,0%,2%
CC1(C)Oc2cc3oc(-c4cc(O)cc(O)c4)cc3cc2CC1O (stereo unspecified),.,.,.,.,-20%,16%,-16%,-13%,.
O=C(Cc1c(F)cccc1Cl)N1CCN(S(=O)(=O)c2cccc(F)c2)CC1,.,?,-11%,-2%,-13%,23%,-3%,0%,.
COc1ccccc1CNC(=O)c1ccc(CS(=O)(=O)c2ccccc2OC)o1,23%,8%[59 µM],5%,-1%,10%,12%,6%,3%,1%
N#CC1=C(N)Oc2n[nH]c(-c3ccc(F)cc3)c2C1c1cccc(OC(=O)N2CCOCC2)c1 (stereo unspecified),-1%,?,0%,-31%,-16%,4%,-2%,-15%,-5%
O=C(Nc1ccc(Oc2cccnc2)cc1)C1CCN(Cc2cccc(Cl)c2)CC1,14%,.,-13%,-21%,-28%,-15%,-4%,-16%,1%
CCOC(=O)c1c(NC(=O)CN2C(=O)NC(C)(c3ccc(OC(F)F)cc3)C2=O)sc(C)c1C (stereo unspecified),5%,6%[59 µM],-5%,-29%,-25%,11%,-18%,-20%,-10%
CCOC(=O)C1=C(C)N(c2ccccc2)C(=O)NC1c1cccc([N+](=O)[O-])c1 (stereo unspecified),1%,10%[59 µM],1%,-10%,-18%,-10%,-19%,-6%,2%
Cc1ccccc1NS(=O)(=O)c1ccc(OCC(=O)NCc2cccnc2)cc1,0%,12%[59 µM],1%,1%,3%,-10%,-17%,-8%,2%
COC(=O)c1ccccc1NC(=O)c1nc2nc(C)cc(C(F)F)n2n1,-2%,-7%[12.7 µM],4%,4%,-10%,9%,-13%,1%,1%
Cc1ccc(NC(=O)COC(=O)CN2CCCCCC2=O)cc1C,.,8%[12.7 µM],7%,-5%,-17%,-1%,-11%,-16%,.
CCOC(=O)N1CCC(N2C(=O)c3ccccc3C2Nc2ccc(Cl)cn2)CC1 (stereo unspecified),20%,-11%,-6%,-4%,-8%,1%,-18%,-6%,0%
O=C(COC(=O)C1(c2ccccc2F)CCCC1)N1CCN(C(=O)c2ccco2)CC1,21%,50µM*,1%,1%,-2%,-5%,8%,-7%,-3%
Cc1cnc(CNc2nc(-c3ccccc3C(F)(F)F)nc3ccccc23)cn1,.,13%[0.501 µM],-6%,.,.,.,.,-5%[60.1 µM],3%
Cc1noc(C)c1COC(=O)COc1ccc2c(C)cc(=O)oc2c1,-2%,21%[59 µM],8%,15%,0%,14%,-2%,1%,1%
CCCOC(=O)CCc1n[nH]c(=O)[nH]c1=O,3%,6%[59 µM],0%,0%,6%,12%,-16%,2%,-3%
COc1ccc2c(c1)CCCC21SC(NC(C)=O)=NN1C(C)=O (stereo unspecified),3%,4%,0%,-13%,-10%,49%[activator],-20%,3%,-1%
Cn1cc(C(=O)C(=O)N2CCCCC2)c2ccccc21,.,.,.,.,-31%,27%,4%,-16%,.
Cc1ccc(N(C(C)C(=O)N2CCOCC2)S(C)(=O)=O)cc1C (stereo unspecified),-19%,35%[12.7 µM],0%,-25%,-7%,-5%,-6%,2%,-6%
COc1ccc(NC(=O)C2CCCN2S(=O)(=O)c2ccc(C)cc2)cc1 (stereo unspecified),6%,23%,2%,9%,1%,-13%[58.9 µM],-4%,-1%,3%
Cc1ccc(C(=O)NCC(=O)OCC(=O)c2cc(C)n(Cc3ccco3)c2C)cc1,0%[57.1 µM],45µM*,-6%,?,?,36%[activator],-4%,-14%,-7%
CC(C)(CN1CCCC1)NC(=O)C1CCC(=O)N(CCCN2CCOCC2)C1 (stereo unspecified),-25%,-4%,15%,0%,-6%,-3%,3%,3%,1%
Cc1ccc(N(CC(C)C)S(=O)(=O)c2nnc(NC(=O)c3ccco3)s2)cc1,6%,41%[activator][59 µM],.,29%,34%,11%,?,5%,-3%
O=C(NCC(c1cccs1)N1CCOCC1)C1CCN(S(=O)(=O)c2c(Cl)cccc2Cl)CC1 (stereo unspecified),.,5%[12.7 µM],19%,7%,-10%,30%,0%,-10%,.
Cc1cccc(C)c1OCC(=O)N=Nc1c(O)[nH]c2ccc(Br)cc12,30%,-38%[59 µM],-2%,-5%,-22%,10%,-1%,-5%,-5%
COC(=O)c1ccc(NC(=O)C2CCCN2C(=O)Nc2cccc(C(C)=O)c2)cc1 (stereo unspecified),38%,11%,22%,-20%,-9%,149%[activator],-10%,-18%,1%
CO/N=C/C(C#N)c1ncc(C(F)(F)F)cc1Cl (stereo unspecified),26%,-16%,2%,-28%,-33%,8%,5%,0%,0%
Cc1ccccc1-n1ncc2c1CC(C)(C)CC2NC(=O)c1snnc1C (stereo unspecified),-2%,3%,43%[activator],-15%[57.1 µM],-5%,27%,3%,4%,-3%
O=C(Nc1ccccc1F)C1CCN(S(=O)(=O)c2cccc3nonc23)CC1,35%,-8%,-5%,-7%,-10%,28%,-6%,-11%,-2%
Cc1c(C(=O)N(C)CCc2cnn(C)c2)oc2c(F)cccc12,2%,15%,33%,-12%,-16%,36%[activator],-10%,-12%,1%
COc1ccc(C)cc1Nc1nc2c(S(=O)(=O)c3cc(C)ccc3C)nnn2c2ccsc12,16%,-1%[59 µM],.,-17%,-17%,30%[activator],-2%,-7%,-5%
CN1CCN(C(=O)C23CCC(C)(c4nc5ccccc5nc42)C3(C)C)CC1 (stereo unspecified),34%,?,-3%,4%,7%,11%,-7%,-18%,-1%
CN(NC(=O)c1ccccc1)c1nc2ccccc2nc1C(F)(F)F,?,1%[59 µM],2%,-1%,-13%,4%,-5%,-3%,-2%
CCOc1ccc(S(=O)(=O)N2CCOCC2)cc1NC(=O)CSCC(=O)Nc1cccc(C)c1,2%,-38%,32%,1%,-1%,107%[activator],-20%,-12%,-2%

# Limited to Pol iota inh and G9a block (four entries from above):
Structure | Pol iota inh | G9a block
COc1ccc(C)cc1Nc1nc2c(S(=O)(=O)c3cc(C)ccc3C)nnn2c2ccsc12 | 30%[activator] | -1%[59 µM]
CN1CCN(C(=O)C23CCC(C)(c4nc5ccccc5nc42)C3(C)C)CC1 (stereo unspecified) | 11% | ?
CN(NC(=O)c1ccccc1)c1nc2ccccc2nc1C(F)(F)F | 4% | 1%[59 µM]
CCOc1ccc(S(=O)(=O)N2CCOCC2)cc1NC(=O)CSCC(=O)Nc1cccc(C)c1 | 107%[activator] | -38%

# Filtered by structure: the compounds so far containing a CF3 group
SMILES,Pol beta inh,G9a block,APE1 inh,BAZ2B block,JMJD2A Tudor inh,Pol iota inh,Pol eta inh,POLK inh,BLM helicase inh
Cc1cnc(CNc2nc(-c3ccccc3C(F)(F)F)nc3ccccc23)cn1,.,13%[0.501 µM],-6%,.,.,.,.,-5%[60.1 µM],3%
CO/N=C/C(C#N)c1ncc(C(F)(F)F)cc1Cl (stereo unspecified),26%,-16%,2%,-28%,-33%,8%,5%,0%,0%
CN(NC(=O)c1ccccc1)c1nc2ccccc2nc1C(F)(F)F,?,1%[59 µM],2%,-1%,-13%,4%,-5%,-3%,-2%

# Compound activity as filed in PubChem BioAssay.
